FBPA coupling cs: coupling enzyme interference in Giardia aldolase counter-screen; 0.67% of 290,000 active; activity change, negative = inhibition, % at 58.2 µM, hits read low; coupling enzyme system counterscreen, AmpLite Red fluorescence; in the data active means activity change below about -30%; further: on the % scale 0 is the no-effect control and ±100 the full control effect
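Counterscreen of the coupled detection system alone, without aldolase: glyceraldehyde-3-phosphate coupling enzymes plus AmpLite Red readout. Compounds at 57.5 uM final, 10 min RT preincubation, 20 min RT reaction, fluorescence 525/598 nm.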
TSHR antagonist: blocks TSH signaling through the human TSH receptor; P16473; TSHR-expressing cells, TSH-stimulated cAMP HTRF, 2 h; stronger effect = lower value; activity change, negative = inhibition, % at 11.5 µM; 0.2% of 330,000 active; AID 504810;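 active means activity change below a set negative limit, meaning inhibition stronger than a set level, cut at about -70% in these data; inconclusive means activity change between two set negative limits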; further: on the % scale 0 is the no-effect control and ±100 the full control effect
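Freshly harvested TSHR cells receive pin-tooled compound, then EC80 TSH at 4nM final. After 2 hours at 37 deg C, antibody in lysis buffer and cAMP-d2 are added; 30 minutes at ambient temperature precede the HTRF read.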
Tb PFK inh: T. brucei PFK enzyme inhibition; O15648; T. brucei PFK, ADP-Glo luminescence; Potency, µM (doses to about 57.5 µM), inactives show top-dose activity, negative = inhibition, usual class: inhibitors; 0.17% of 330,000 active; AID 485367;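 further: potency means the concentration at half of the fitted maximal effect; 0% = uninhibited 1x PFK enzyme wells and -100% = no-enzyme wells; nearly all actives have a fitted effect of over 60% in size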
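1.25 nM PFK with 0.5 mM F6P and 0.1 mM ATP in 0.1 M TEA pH 8.0, 5 mM MgCl2, incubated 45 min at room temperature; ADP measured by ADP-Glo luminescence; compounds titrated up to 57 uM.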
hERG WT inh: blocks the wildtype human KCNH2 potassium channel; Q12809; U2OS, BacMam KCNH2, thallium flux FluxOr; stronger effect = lower value; activity change, % at 1.84 µM; 0.37% of 340,000 active; AID 720551;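 active means maximum activity change below -70%; inconclusive means maximum activity change between -70% and -50%; inactive means maximum activity change above -50%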; further: on the % scale 0 is the no-effect control and ±100 the full control effect
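U2OS cells transduced with wild-type KCNH2 virus are loaded with FluxOr dye for 45 min, and thallium flux is measured in kinetic reads before and after stimulation buffer. Rate constants are normalized to DMSO controls.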
CXXC DNA block: blocks binding of human MLL CXXC domain to DNA. Q03164. MLL-CXXC / FITC-HOXA9 DNA fluorescence polarization. 0.037% of 290,000 active. AID 2662. Potency, µM (titrated, usually from 115 µM), for the others: at the top dose activity change, negative = inhibition, hits mostly inhibitors; active means well fitted inhibition curve with a large enough effect in the polarisation, with a control signal flat, not every such curve was filed as active; inconclusive means small, poorly fitted or top-dose-only effect, or effect the other way, or a change in a side signal; inactive means no such curve, though single readings can be large or run the other way; the % refers to the polarisation; further: potency means the concentration at half of the fitted maximal effect
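Purified MLL-CXXC (added from a 7 uM solution) was preincubated 5 min at ambient with pinned compounds in 50 mM Tris-HCl pH 7.5, 50 mM NaCl, 1 mM DTT, 0.05% BSA. Fluorescein-labeled HOX-A9 DNA (50 nM solution) followed, 30 min, then polarization read.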
GALK inhibitor: galactokinase (human) inhibition. 0.007% of 270,000 active. Purified GALK, Kinase-Glo residual ATP luminescence. Potency, µM (series often up to 57.5 µM), inactives show at the top dose activity change, negative = inhibition, most hits filed as inhibitors; further: potency means the concentration at half of the fitted maximal effect; on the % scale 0 is the no-effect control and ±100 the full control effect
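5 nM enzyme, 35 uM ATP, 100 uM galactose, 20 mM HEPES pH8.0, 5 mM MgCl2; 1 h RT; residual ATP by Kinase-Glo Plus luminescence, qHTS format.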
AT treatment: potential ataxia-telangiectasia treatment | […] A-T fibroblasts, KAP-1 phosphorylation AlphaLISA; neocarzinostatin DNA damage 30 min before lysis | 0.19% of 320,000 active | Potency, µM (titrated, usually from 57.5 µM), for inactives: at the top dose activation, usual class: activators; further: potency means the concentration at half of the fitted maximal effect; % of control where 0% means no effect; nearly all actives have a fitted effect of over 45% in size
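hTERT-immortalized A-T patient fibroblasts ([…]), 500 cells/well in OPTI-MEM, 1% FBS, got compounds for 60 min, then NCS for 30 min at 37C. Lysates were then assayed for phospho-KAP-1 by AlphaLISA (anti-pKAP1 donor, anti-KAP1 acceptor beads), 6 hr at 25C.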
TCR activator: activates T cell receptor signaling. 330,000 tested, under 10 active. AID 504894. Potency, µM (series often up to 9.22 µM), without a hit: at the highest dose activation of IL-2 secretion, most hits filed as activators. primary human leukocytes, anti-CD3, IL-2 HTRF, 48 h; further: % of control where 0% means no effect
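Primary human leukocytes receive a-CD3 beads and test compound and are incubated 48 hr. Secreted IL-2 is then assayed by HTRF, measuring 665nm acceptor emission after 320nm excitation of the europium donor.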
Giardia kill: Giardia lamblia killing | activity change, % at 7.66 µM, hits read low | AID 540267 | Giardia lamblia trophozoite viability | 0.15% of 340,000 active; in the data active means activity change below about -80%; inconclusive means between about -30% and that limit;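 further: parasites exposed to compound for two days anaerobically before the ATP read; on the % scale 0 is the no-effect control and ±100 the full control effect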
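Trophozoites 100 cells/well + cpd; 48 hrs, 37 deg C, anaerobic. ATPLite 1-Step added, 15-30 min RT, luminescence read (ATP-based viability).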
Chronic BCR inh: inhibitors of chronic active B-cell receptor signaling | AID 493014 | ABC-DLBCL IkBa-CBG/CBR reporter, luminescence ratio, 4 h | Potency, µM (highest dose often 46.1 µM), inactives show top-dose ratio change, negative = lower green/red ratio, hits mostly inhibitors | 0.05% of 340,000 active; active means well fitted inhibition curve with a large enough effect in the signal ratio, with a control signal flat, not every such curve was filed as active; inconclusive means small, poorly fitted or top-dose-only effect, or effect the other way, or a change in a side signal; the % refers to the signal ratio;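 further: potency means the concentration at half of the fitted maximal effect; plate controls were basal doxycycline-induced cells for no effect and cells given 10 µM MG132 for full effect; MG132 reads +100%, hits lower the ratio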
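TMD8 human ABC-DLBCL cells with doxycycline-inducible IκBα–green luciferase fusion and unfused red luciferase, in 0.5% FBS medium; compounds up to 46 uM, 4 h at 37C. Green/red luminescence ratio, filter-overlap corrected, fitted to concentration-response curves.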
* hit, by the source's call; ? = inconclusive; / = not tested or not shown; [ ] = remark or other dose. Unless noted, the call rests on the fitted dose curve; in most records, active means well fitted curve in the direction sought with a large enough effect; inconclusive means small, poorly fitted or top-dose-only effect, or another doubt; inactive means no such curve, though single readings can be large; an effect the other way counts as inactive or inconclusive.

mol,AT treatment,GALK inhibitor,TSHR antagonist,TCR activator,Tb PFK inh,Giardia kill,CXXC DNA block,FBPA coupling cs,hERG WT inh,Chronic BCR inh
Cc1cc(NC(=O)COC(=O)c2cccc(S(=O)(=O)N3CCOCC3)c2)no1,-8.0%,3.0%,12.8,-9.0%,-0.8%,10.0,-9.3%,1.3,-7.2,-9.8%
CCc1ccc(OCc2nnc(SCCN3CCOCC3)n2C)cc1,-1.3%,0.2%,11.2,-1.2%,-5.2%,4.3,-1.8%,0.1,-4.1,1.1%
N#Cc1c(-c2cccs2)cc(C2CC2)nc1SCC(N)=O,1.6%,-2.0%,-10.6,4.3%,3.6%,10.0,3.3%,1.2,11.2,1.1%
Cc1nn(C)c(C(=O)NC(=S)Nc2ccccc2O)c1Cl,1.8%,-7.8%,1.3,-1.3%,2.4%,-25.0,9.7%,/,-9.9,1.2%
COc1cccc(/C=N/NC(=O)C(=O)NCc2cccnc2)c1,2.2%,/,1.8,/,0.8%,4.9,8.9%,1.2,6.7,-11.3%
Cc1ccc(CNS(=O)(=O)c2c(C)[nH]c(=O)[nH]c2=O)cc1,0.2%,/,-3.6,-2.5%,0.3%,3.7,35.1%[activator],-1.3,-4.8,?
N#Cc1sc2nc(-c3cccs3)cc(-c3ccc(F)cc3)c2c1N,9.0%,0.1%,17.2,2.9%[46.1 µM],-6.6%,3.7,15.2%,-1.3,-5.3,0.1%
O=[N+]([O-])c1cc(/C=N/n2cnnc2)ccc1N1CCCC1,-0.8%,3.5%,8.5,6.0%,1.4%,-0.6,6.9%,0.1,/,-4.1%
COc1ccc(S(=O)(=O)NCC2CCCN(C(=O)c3cccs3)C2)cc1 (configuration not stated),3.0%,12.5%,7.0,1.9%,-8.4%,?,-0.5%,1.1,0.7,-2.0%
O=C(COc1ccc(Cl)cc1)N1CCN(c2ncccn2)CC1,-9.9%,1.1%,4.4,1.2%,1.5%,-7.7,-0.7%,-1.2,3.4,-2.5%
O=C(Nc1ccc(C(=O)NC2CCCCC2)cc1)c1cccnc1,-0.3%,-0.8%,17.2,-3.4%,?,6.9,14.7%,5.5,-10.0,-8.7%
CCOC(=O)c1c(C)[nH]c(C)c1S(=O)(=O)N(C)CC(=O)NCc1cccc(C)c1,-1.4%,-1.9%,10.3,6.1%,-1.1%,-5.2,8.1%,/,-0.4,0.6%
O=C(N/N=C1\SCC(=O)N1CCc1ccccc1)c1cccs1,-0.1%[11.5 µM],2.3%,-5.9,-4.3%,0.0%,9.2,1.9%,4.6,7.7,-1.1%
Cn1c(CC(=O)Nc2ccccc2)nnc1SCC(=O)c1ccccc1,34.0%,0.5%,14.1,-1.1%,0.0%,-10.2,7.6%,0.6,-3.0,?
CN(C)/C=C/C(=O)c1cc(F)cc(C(F)(F)F)c1,-2.3%,-0.8%,2.0,3.0%,0.2%,9.2,-3.8%,2.5,1.1,7.4%
COc1cc(C)ccc1S(=O)(=O)NC1CC(C)(C)NC(C)(C)C1,10.0%,1.4%,9.8,3.8%,-7.9%,-7.7,5.1%,1.2,3.0,-0.2%
COCCN(C(=O)COC(=O)Cc1cccc(OC)c1)c1c(N)n(CC(C)C)c(=O)[nH]c1=O,-2.4%,/,10.1,-17.5%,-8.7%,-0.2,/,/,-14.9,-0.6%
c1ccc2c(N3CCOCC3)nc(-c3ccncc3)nc2c1,-2.6%,-4.0%,3.3,-10.1%[46.1 µM],-4.1%,13.0,5.2%,0.6,3.2,?
COc1ccc(C2C(C#N)=C(N)OC3=C2C(=O)CC(C)(C)C3)c(OC)c1OC (configuration not stated),4.1%,4.5%,4.3,3.3%,-1.4%,6.5,6.2%,0.1,11.1,-1.6%
Cc1ccc(NC(=O)c2cccc3c2C(=O)N(C2CCCCC2)C3)cc1,-0.5%,0.2%,19.3,-1.8%,7.1%,-14.8,18.8%,-0.3,0.3,4.0%
COc1cc(/C=N/NC(=O)c2ccccn2)ccc1OC(=O)c1ccccc1Br,7.0%,-2.4%,-34.4,-2.7%,-1.0%,-9.6,1.3%,0.5,5.1,-14.0%
CCOc1ccc(C2C(C#N)=C(N)N(N(C)C)C3=C2C(=O)CC(C)(C)C3)cc1 (configuration not stated),-10.6%,-3.2%,-3.1,6.1%,1.5%,-28.8,14.1%,1.6,-5.7,0.9%
O=C1Nc2ccccc2S/C1=C\C(=O)N1CCCC1,-3.9%,-2.5%,1.8,/,-1.1%,/,3.0%,3.5,/,?
COc1ccc(/C(N)=N/OC(=O)c2ccc(C)c([N+](=O)[O-])c2)cc1OC,1.6%,-0.4%,-5.1,-1.2%,-2.4%,-7.7,-1.4%,1.5,-14.1,9.9%
Cc1csc(NC(=O)C(NC(=O)c2ccccc2F)C(C)C)n1 (configuration not stated),-0.4%,2.4%,8.3,0.7%,-6.8%,38.2[activator],-1.2%,-4.9,-2.5,5.2%
CCc1ccc(OCC(=O)NNC(=O)c2cc(S(=O)(=O)N3CCOCC3)ccc2N2CCCC2)cc1,-1.9%,/,-11.5,-6.8%,-1.6%,21.9,/,/,4.9,-2.9%
Cc1ccc2c(c1C)NC(C)CC2C (configuration not stated),7.3%,-0.1%,-5.0,-1.3%,11.4%,19.6,3.8%,-0.3,-6.4,0.7%
CCc1nnc(NC(=O)CSc2nnc(-c3cc4ccccc4cc3O)n2CCOC)s1,6.8%,2.9%,-8.0,-1.8%,6.4%,4.3,1.5%,2.7,6.5,-19.8%
COc1ccc(-c2nnc(SC(C(=O)c3c[nH]c4ccccc34)c3ccccc3)n2N)cc1OC (configuration not stated),-0.8%,-1.8%,4.5,-8.0%[46.1 µM],0.8%,16.1,5.3%,0.9,-41.8,?
O=C(COC(=O)c1cc([N+](=O)[O-])ccc1N1CCOCC1)c1ccc(Br)cc1,-1.7%,/,-14.6,-3.2%,-7.6%,10.7,/,/,-1.4,-7.1%
Cn1c(N)c(N2CCN(c3ccccc3)CC2)c(=O)[nH]c1=O,-4.5%,-6.5%,2.9,6.8%,5.4%,16.3,12.0%,0.5,7.6,2.7%
COc1ccc(S(=O)(=O)N2CCN(C(=O)NCc3ccc(C)cc3)CC2)cc1,0.5%,1.0%,-0.1,-1.2%,-4.7%,6.8,11.1%,1.6,-1.6,8.3%
Cc1ccsc1C(=O)OCc1nc2ccccc2c(=O)[nH]1,-5.0%,0.2%,7.7,14.8%,3.6%,7.5,-4.4%,-34.6*,12.9,?
Cc1ccc(C(=O)O)cc1N1C(=O)c2cccc3c([N+](=O)[O-])ccc(c23)C1=O,1.4%,-7.5%,-73.4*,-8.5%,-7.0%,4.0,?,-9.6,-3.5,?
O=[N+]([O-])c1ccc(-c2cnc3ccccc3n2)cc1,-18.5%,/,-9.2,3.8%,0.4%,-4.4,-1.1%,-0.1,0.7,21.6%
CC(=O)c1cccc(NCC(=O)Nc2cc(S(=O)(=O)N3CCCCC3)ccc2C)c1,1.4%,0.5%,-8.2,0.4%,-2.9%,10.0,-1.8%,/,2.4,-2.2%
Cc1cccc(N=C2NC(=O)/C(=C/C=C/c3ccco3)S2)c1,-2.1%,-3.8%,-3.4,3.9%[46.1 µM],-11.6%,9.0,-3.0%,-1.3,-1.6,3.5%
COC(=O)c1c(C)[nH]c(C(=O)OCC(=O)N2c3ccccc3NC(=O)C2(C)C)c1C,8.1%,2.1%,-11.0,-1.8%[46.1 µM],0.3%,-0.7,-0.7%,-0.2,-1.5,0.2%
Cc1ccc(CCNC(=O)C2CC(c3ccc(C(F)(F)F)cc3)=NO2)cc1 (configuration not stated),9.7%,5.2%,4.7,2.1%,-3.3%,10.9,3.0%,5.2,9.5,12.5%
CCCc1ccc(C(=O)Cn2nc(C(=O)O)c3ccccc3c2=O)cc1,4.0%,1.7%,-6.9,-0.9%,-1.1%,-5.3,19.8%,7.1,-7.0,-0.9%

Screens (PubChem)
